High-throughput results from PubChem BioAssay.
Dynein cargo inh: inhibitors of GR-EGFP nuclear translocation, primary screen, dynein cargo transport inhibitor project, imaging, high-content, 3617.4 mouse cells; test concentration mostly 20 µM; stimulated with dexamethasone, 1 µM; active compounds read low; z-score, hits read low; AID 1381, 2008; 220,000 compounds, 0.47% hits;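 active = plate z-score of nuclear minus cytoplasmic receptor signal below a set negative limit, without overly bright fluorescence or cell loss, cut at about -3.5 in these data, passing the limit was not always enough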;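 note: z-score of nuclear minus cytoplasmic ring GR-EGFP intensity difference per well; some compounds called inactive have numbers as strong as hits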
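Also added: dexamethasone, 1.0 µM final. Medium: tet-free, stripped-serum medium. Detection: fixed, Hoechst-stained cells imaged at 10x for EGFP. Read-out: nuclear-to-cytoplasmic GR-EGFP distribution per well. Times: induction 48 h, compound 1 h, agonist 30 min.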
Lipid droplet: inhibitors of hepatocyte lipid droplet formation, primary screen, imaging, high-throughput imaging, BODIPY stain; AML12 mouse hepatocytes, oleate lipid droplets; inhibition, % at 6.5 µM; 240,000 compounds, 0.4% hits; AID 1656, 2009;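 active = lipid droplet intensity inhibited by at least 50%, with more than 500 cells counted; inconclusive = wells with under 300 cells, treated as cytotoxic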
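Assay system: AML12 hepatocytes (mouse) / Also added: 100 µM oleic acid challenge / Times: overnight treatment with compound plus oleate / Detection: high-content imaging of BODIPY-stained droplets and DAPI nuclei / Evaluation: % inhibition of lipid droplet signal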
b-catenin transl: modulators of beta-catenin nuclear translocation, primary screen, imaging, HeLa cells, immunofluorescence, high-content | nuclear translocation activity, % at 5 µM | 190,000 compounds, 0.3% hits | AID 1665, 2009;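 active = nuclear translocation activity above 50% at 5 µM, with a well cell count of 50 or more; inconclusive = wells under 50 cells across six images, flagged as toxic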;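 note: per-cell ratio of nuclear to cytoplasmic median beta-catenin stain intensity; plate controls were DMSO negative control for no effect and GSK-3 inhibitor IX positive control for full effect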
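Assay system: human HeLa cells, native beta-catenin; doses: 5 µM primary, 0.02–20 µM confirmation; incubation: compound treatment 24 h, 37°C, 5% CO2; technique: fluorescence imaging of beta-catenin antibody stain plus DAPI; measure: % activation, nuclear-to-cytoplasmic median beta-catenin signal ratio per cell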
Ins promoter up: insulin promoter activators in MIN6 cells, imaging, high-content screening, mouse beta cells; MIN6 insulin promoter-GFP reporter; active compounds read high; z-score at 5 µM; 190,000 compounds, 0.3% hits;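 active = z-score above 3 at 5 µM with at least 500 cells counted in the well; inconclusive = wells under 500 cells, flagged as cytotoxic or low count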
Autophagy mod: autophagy modulators in MEF cells, primary screen, imaging, high-content, MEF GFP-LC3; calls only at 10 µM (by protocol); 190,000 compounds, 0.98% hits; MEF GFP-LC3 puncta imaging; test concentration mostly 10 µM;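 active = percentage of spot-positive cells more than 3 SD above its plate mean, without a fluorescence outlier flag or 80% toxicity; inconclusive = no clear call, values can overlap the other calls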;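 note: spot-positive cell cutoff set from DMSO-treated cells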
T cell modulator: modulators of CD8 T cell-vesicle binding, primary screen, mouse 2C CD8+ T cells, flow cytometry; 2C CD8+ T cell-vesicle binding; active compounds read low; calls only at 7 µM; 330,000 compounds, 0.068% hits;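 active = response, share of CD8 T cells binding vesicles, and their 90th percentile fluorescence all below set limits, cut at about 80% in these data, passing the limit was not always enough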
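Material: 2C TCR transgenic mouse naive CD8+ T cells, MACS-purified. Also added: QL9-charged Drosophila Ld/ICAM-1/B7-1 vesicles. Timing: binding 1.5 h at 37 °C. Measured by: high-throughput flow cytometry with anti-B7-1 and anti-CD8 staining. Read-out: percent CD8+ FL2 mean versus row control. Controls: Unloaded micro-vesicles (low), QL9 vesicles with 0.7% DMSO (high).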
CSM14.1 death rescue: rescue of cells from ER stress-induced death, primary screen, 384-well, CSM14.1, thapsigargin, ATP luminescence (AID 1222); 190,000 tested, under 10 active; cellular ATP content (survival), % at 20 µM; hits with a dose series show EC50 in µM; CSM14.1 thapsigargin-induced death rescue, ATP luminescence; higher % means a stronger effect;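 active = EC50 below 50 µM in the dose-response confirmation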;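 note: death triggered by thapsigargin at about 15 µM added after 2 h compound pretreatment; cell ATP read after overnight thapsigargin exposure of roughly 18 to 22 hours; normalized against plate controls of thapsigargin alone and 5% DMSO vehicle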
MT stabilize HCS: microtubule stabilizers in HeLa cells, primary screen, imaging, high-content imaging. HeLa tubulin immunostaining HCS, 24 h; share of cells brighter than vehicle mean+2SD. % tubulin-high responders, % at 10 µM. 200,000 compounds, 0.83% hits;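 active = plate Z-score above 3 for both tubulin-high and condensed-nucleus cell shares, with cell loss under 80%, at 10 µM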;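 note: anti alpha tubulin signal scored within the nucleus-defined area of each cell; some results filed as inactive read as strong as hits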
Salmonella PhoP GFP: inhibitors of PhoP regulon expression, primary screen, Salmonella Typhimurium, GFP reporter (AID 1863) | S. Typhimurium PhoP-regulated promoter GFP reporter, 4 h; higher % means a stronger effect | inhibition, % at 50 µM, or IC50 in µM where a hit was titrated | 300,000 compounds, 0.16% hits;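 active = inhibition over 29.93%, a cutoff 3 SD above the screen mean, later confirmed by dose response; inconclusive = inhibition over 29.93% but no dose response follow-up; inactive = inhibition at most 29.93% or unconfirmed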;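 note: 0% = low Mg2+ inducing control and 100% = high Mg2+ repressing control; strong numbers were not always called active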
Dynein cargo inh cytoplasmic EGFP: second read-out of Dynein cargo inh, no call of its own (marks repeat the call); z-score; measured here: cytoplasmic GR-EGFP intensity; active compounds read high
Dynein cargo inh nuclear GR-EGFP: further read-out of Dynein cargo inh, marked with its call; z-score; measured here: nuclear GR-EGFP intensity;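 lower value marks the stronger effect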
Dynein cargo inh cell count: second read-out of Dynein cargo inh, no call of its own (marks repeat the call); z-score; measured here: cell count per field
Ins promoter up cell count: recorded beside Ins promoter up, whose call it bears; cell count; measured here: cytotoxicity, nuclei count;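 total cells summed across four imaged fields per well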
Lipid droplet cells 6.5 µM: further read-out of Lipid droplet, marked with its call; cell count; measured here: cell count, cytotoxicity flag;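 cells counted across two imaged fields per well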
b-catenin transl cell count 5 µM: also measured in b-catenin transl; calls as there; cell count; measured here: cell count, cytotoxicity flag
T cell modulator vesicle-bound %: also measured in T cell modulator; calls as there; double positive events, %; measured here: CD8+ vesicle-bound cell fraction;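 binding gate set so that unloaded-vesicle control wells show 10% double positive cells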
MT stabilize HCS Hoechst-high %: recorded beside MT stabilize HCS, whose call it bears; % Hoechst-high responders; measured here: nuclear condensation Hoechst responders;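 share of cells brighter than vehicle mean plus two SD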
MT stabilize HCS cytotoxicity %: second read-out of MT stabilize HCS, no call of its own (marks repeat the call); toxicity, %; measured here: cytotoxicity by cell density;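 0% = mean cell density of plate MIN control wells and 100% = no cells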
Autophagy mod cell loss 18 h: also measured in Autophagy mod; calls as there; toxicity, %; measured here: cell loss, nuclei count;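 cell loss after 18 h compound exposure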
The depositor's hits bear a star; i = inactive; ? = inconclusive; . = no result given.

SMILES	Dynein cargo inh	Dynein cargo inh cytoplasmic EGFP	Dynein cargo inh nuclear GR-EGFP	Dynein cargo inh cell count	Lipid droplet	Lipid droplet cells 6.5 µM	b-catenin transl	b-catenin transl cell count 5 µM	Ins promoter up	Ins promoter up cell count	Autophagy mod	Autophagy mod cell loss 18 h	T cell modulator	T cell modulator vesicle-bound %	CSM14.1 death rescue	MT stabilize HCS	MT stabilize HCS Hoechst-high %	MT stabilize HCS cytotoxicity %	Salmonella PhoP GFP
O=C1C(c2cc(=O)c3ccccc3[nH]2)=C(O)c2ccccc21	0.88	-0.19	1.3	-2.1	4	661	-2.4	530	-0.34	1404	i	-5	i	56	0.1%	1.7	2.1	5.5	-6%
CC1CN(CCCCN2C(=O)c3ccccc3C2=O)CC(C)O1 (stereo unspecified)	-0.043	-0.091	0.049	-0.001	-3	690	-1.5	1099	-0.58	1337	i	-16	i	25	-3.1%	2.0	1.6	0.4	1%
C/C(=N/NC(=O)c1sc(NS(=O)(=O)c2ccccc2)nc1C)c1ccc(F)cc1	-0.43	-0.25	-0.24	0.76	-3	655	0.2	1076	0.07	1571	i	-6	i	45	-2.6%	4.1	2.8	6.2	-4%
N#CCc1nnc2n1-c1ccccc1CCC2	-0.61	-0.33	-0.3	0.41	8	808	-4.3	993	1.3	1181	i	-2	i	30	-1.3%	5.4	6.6	4.9	-6%
CCOC(=O)N1CCC(c2cc(=O)n(-c3ccccc3)[nH]2)CC1	0.68	-0.19	0.47	-1.7	12	713	-1.8	1086	0.48	824	i	19	i	9	9.8%	4.3	3.1	5.3	4%
CC(C)(C)c1ccc(-c2nc(C#N)c(NCc3ccncc3)o2)cc1	0.083	-0.22	-0.15	0.84	.	.	2.1	1203	0.49	1079	i	2	i	46	-1.6%	2.0	0.7	6.0	11%
CN1C(C(=O)NCCc2cccs2)CC2Cn3c(nc4cc5ccccc5cc43)C21 (stereo unspecified)	0.046	-0.79	0.17	-0.024	0	748	-1.5	1324	-1.1	958	.	.	i	50	.	.	.	.	-4%
Nc1ncc(-c2ccc([N+](=O)[O-])cc2)cn1	-0.48	-0.11	-0.22	0.63	18	517	0.1	955	-0.05	1438	i	-14	i	4	0.6%	4.1	2.8	7.9	-31%
CCCC(=O)Nc1ccc(N2CCOCC2)cc1	-0.062	-0.21	0.0037	0.93	-9	700	.	.	0.44	1195	i	-3	i	27	.	1.1	1.7	3.3	6%
CN(C(=S)Nc1ccc(SC(F)F)cc1)c1ccc(O)cc1	0.56	-0.24	0.32	0.3	-12	636	1.2	1070	-0.29	1401	i	22	i	24	-1.3%	3.7	2.3	0.8	?
C/C(N)=C(/C#N)C(=O)COC(=O)C1Cc2ccccc2CN1S(C)(=O)=O (stereo unspecified)	-0.071	-0.2	0.11	0.18	.	.	0.4	1171	-0.65	1105	i	49	i	43	-0.6%	2.0	1.6	6.7	-4%
O=C(NC(=S)Nc1ccc(N2CCOCC2)cc1)c1cccc(Cl)c1	0.63	-0.25	0.43	0.044	-3	611	2.5	519	-0.55	1206	i	-28	i	38	5.6%	1.8	2.2	7.1	4%
CCOC(=O)Nc1ccc2nc(Sc3ccc(Cl)cc3)sc2c1	-0.33	-0.2	0.35	-0.68	3	845	-0.7	1301	-0.52	848	.	.	i	12	.	.	.	.	-2%
CCC(=O)c1ccc(N2CCN(C(=O)c3cccc(F)c3)CC2)c(F)c1	-0.12	-0.22	0.12	-0.31	4	712	.	.	-0.32	1127	i	4	i	35	-0.1%	2.5	3.5	7.1	-7%
Oc1cnc2ccccc2c1CN1CCOCC1	2.6	-0.25	1.7	-1.4	9	731	3.4	446	.	.	i	7	i	13	-1.1%	4.6	3.0	13	-3%
Cc1cccc(NC(=S)N2CCN(Cc3ccc4c(c3)OCO4)CC2)c1C	-0.17	-0.1	-0.35	1.4	24	692	-0.9	1064	-0.52	1797	i	-26	i	51	-0.8%	2.8	2.7	5.4	-13%
Cc1ccccc1NC(=O)c1nc2nccc(C)n2n1	-0.0088	-0.18	0.046	0.28	-10	719	1.0	1008	-0.48	1293	i	-2	i	9	-1.5%	1.3	2.3	1.8	-3%
O=C(Nc1cccc2c1CCCC2)c1cc([N+](=O)[O-])cc([N+](=O)[O-])c1	-0.72	-0.29	0.28	0.57	4	710	-0.9	1090	-0.07	1459	i	-26	i	57	-2.0%	2.0	3.0	9.5	6%
COc1cc(C(=O)Nc2oc(-c3ccccc3)c(-c3ccccc3)c2C#N)cc(OC)c1OC	1.2	-0.2	0.75	-0.001	.	.	-8.9	1019	-0.31	1272	i	12	i	53	0.0%	4.8	1.7	3.5	-10%
CC(C)Cc1nc2ccccc2[nH]1	-0.69	-0.29	-0.41	1.2	10	747	0.2	1288	0.11	1079	.	.	i	19	.	.	.	.	-8%
CCOC(=O)c1sc2ccccc2c1OC(=O)c1ccccc1OC	0.69	0.019	0.44	-1.2	16	690	-0.4	1172	-0.04	1476	i	-19	i	57	-1.9%	2.9	2.9	4.7	1%
O=C(Cn1c2[n+](c3ccc(C(F)(F)F)cc31)CCCCC2)Nc1ccccc1	-0.1	-0.21	-0.014	0.2	-4	573	-1.2	932	0.34	1312	i	-10	i	18	-2.5%	2.5	2.8	14	9%
CC(C)C(NC(=O)c1ccc(F)cc1)C(=O)NCC1CCCO1 (stereo unspecified)	1.1	-0.22	0.39	-1.2	4	732	-1.5	1142	0.22	1435	.	.	i	22	.	.	.	.	-7%
CCOC(=O)CNS(=O)(=O)c1ccc2c3c(cccc13)C(=O)N2CC	0.096	-0.35	0.34	1.1	11	701	-4.2	1126	0.84	1362	i	10	i	9	0.6%	4.4	2.4	11	-9%
O=C(COC(=O)c1ccc(S(=O)(=O)Nc2ccccc2)cc1)NC1CCCC1	0.29	0.11	-0.31	0.59	-1	630	-0.8	1019	.	.	i	-3	i	47	1.2%	3.7	2.8	8.7	4%

Going on with the list:
SMILES	Dynein cargo inh	Dynein cargo inh cytoplasmic EGFP	Dynein cargo inh nuclear GR-EGFP	Dynein cargo inh cell count	Lipid droplet	Lipid droplet cells 6.5 µM	b-catenin transl	b-catenin transl cell count 5 µM	Ins promoter up	Ins promoter up cell count	Autophagy mod	Autophagy mod cell loss 18 h	T cell modulator	T cell modulator vesicle-bound %	CSM14.1 death rescue	MT stabilize HCS	MT stabilize HCS Hoechst-high %	MT stabilize HCS cytotoxicity %	Salmonella PhoP GFP
c1ccc(-c2nnc(-c3ccco3)n2-c2ccccc2)cc1	-0.78	-0.25	0.11	0.86	-4	796	0.7	485	.	.	i	-4	i	36	0.3%	4.0	2.0	8.3	-12%
CCCn1c(N)c(C(c2ccc(OC)cc2)N2CCN(c3ccccc3)CC2)c(=O)[nH]c1=O (stereo unspecified)	-1.7	0.099	-1	0.43	4	836	.	.	.	.	i	-7	i	34	-1.2%	2.2	1.8	3.1	11%
CCOC(=O)CCc1nn(C)c(=O)c2ccccc12	0.86	-0.16	1.9	-1.3	-5	717	1.0	562	-0.6	1248	i	28	i	39	-4.1%	2.2	1.9	2.3	2%
COc1cc(/C=C2/SC(=O)N(Cc3ccccc3Cl)C2=O)ccc1OCc1ccncc1	-0.43	-0.065	-0.29	0.093	.	.	-1.0	1248	0.03	1814	i	35	i	29	3.9%	5.8	2.3	4.7	1%
COCC(=O)Nc1cc(=O)n(C)c(=O)n1C	0.36	-0.056	0.38	0.16	-1	622	-0.4	1016	-0.02	1684	i	16	i	40	-0.7%	6.4	3.0	4.2	2%
CC(NC(=O)COC(=O)c1ccc([N+](=O)[O-])s1)c1ccccc1 (stereo unspecified)	-0.79	-0.18	-0.67	0.45	2	689	-1.9	1165	0	1485	i	3	i	44	-0.4%	5.2	1.9	8.2	2%
O=C(Cn1nnc(-c2ccccc2)n1)NCc1ccco1	1.9	0.45	0.9	-1.9	10	830	-7.5	1191	.	.	i	8	i	34	-4.2%	1.8	1.9	11	24%
Cc1ccc(S(=O)(=O)NC(=O)Nc2cccc(C)n2)cc1	0.38	-0.29	-0.044	0.22	13	715	-2.2	1153	0.04	1505	.	.	i	33	.	.	.	.	-1%

Copied from the list:
Dynein cargo inh nuclear GR-EGFP, O=C(Cn1nnc(-c2ccccc2)n1)NCc1ccco1 → 0.9
CSM14.1 death rescue, CC(NC(=O)COC(=O)c1ccc([N+](=O)[O-])s1)c1ccccc1 (stereo unspecified) → -0.4%
